S1P4 antagonist: S1P4 receptor antagonists, primary screen, cell-based | S1P4-expressing cells, antagonist mode, reporter read-out | inhibition, % at 4.98 µM | 0.26% of 220,000 active; in the data active = inhibition above about 29%;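 also: 0% = wells stimulated with agonist and 100% = vehicle wells without agonist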
Target sequence (O95977 whole entry, looked up): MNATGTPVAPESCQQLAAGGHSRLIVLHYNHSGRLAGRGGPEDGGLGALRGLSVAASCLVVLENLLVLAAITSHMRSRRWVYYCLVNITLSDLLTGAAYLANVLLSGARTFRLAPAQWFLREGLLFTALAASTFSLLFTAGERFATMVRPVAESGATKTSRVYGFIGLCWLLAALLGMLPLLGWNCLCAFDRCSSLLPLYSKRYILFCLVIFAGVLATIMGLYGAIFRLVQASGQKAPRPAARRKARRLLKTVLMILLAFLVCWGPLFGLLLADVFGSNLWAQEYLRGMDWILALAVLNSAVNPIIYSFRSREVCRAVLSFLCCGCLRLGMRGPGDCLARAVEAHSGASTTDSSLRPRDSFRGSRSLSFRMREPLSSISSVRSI
eIF4E-4G inh: eIF4E–eIF4G protein interaction inhibitors, primary screen, biochemical, uHTS, TR-FRET, eIF4GI fragment; Eukaryotic translation initiation factor 4E (Mus musculus) + Eukaryotic translation …; TR-FRET eIF4E-eIF4GI(517-606) binding, 2 h; inhibition, % at 21.7 µM; 0.37% of 220,000 active; AID 782, 2007;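 active = inhibition above about 30%, limit read from the data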;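 also: 0% = full FRET control wells and 100% = background wells lacking eIF4GI fragment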
Ba/F3 V617F tox: reduced viability of JAK2V617F-dependent Ba/F3 cells, primary screen, JAK2V617F inhibitor project, cell-based, Ba/F3 EpoR-JAK2V617F, luminescence. ATP luminescence. inhibition, % at 5.6 µM. 1.1% of 220,000 active;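 active = inhibition above the campaign mean plus 3 SD over all tested compounds, cut at about 24% in these data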;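 also: cytokine-independent growth of Ba/F3 cells driven by EpoR plus mutant JAK2; 0% = DMSO-treated cells and 100% = JAK inhibitor I control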
S1P4 agonist: S1P4 receptor agonists, primary screen, cell-based | activation, % at 4.98 µM | S1P4-expressing cell line, agonist reporter assay | 0.35% of 220,000 active; in the data active = activation above about 11%;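 also: 0% = DMSO vehicle and 100% = reference agonist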
BaF3 parental: parental Ba/F3 cell viability inhibition, counter-screen for JAK2V617F inhibitor project, murine pro-B, CellTiter-Glo luminescence. AID 1486, 2009. CellTiter-Glo ATP luminescence. 1.1% of 220,000 active. inhibition, % at 5.6 µM;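 active = inhibition above a per-campaign cutoff, the mean inhibition of all tested compounds plus 3 SD, cut at about 27% in these data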;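 also: 0% = DMSO wells and 100% = JAK Inhibitor I control wells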
Wee1 degr inh: Wee1 degradation inhibitors, primary screen, cell-based, HeLa, Wee1K328M-luciferase, luminescence | Wee1-like protein kinase (Homo sapiens), P30291 | HeLa Luc-Wee1K328M stability; 100% = proteasome inhibitor MG132 effect | reporter increase, % at 5 µM | 1.2% of 220,000 active | AID 1321, 2008;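 active = activation above the mean of all tested compounds plus 3 SD, set per screening run, cut at about 8.8% in these data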;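 also: cells exposed to compound for 20 h before luminescence read; 0% = DMSO alone and 100% = MG132 at 30 µM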
Mdm2 ligase inh: MDM2-luciferase reporter signal enhancers, primary screen, MDM2 E3 ligase inhibitor project, cell-based, luminescence, 1536-well | E3 ubiquitin-protein ligase Mdm2 (Homo sapiens), Q00987 | cell-based MDM2 ubiquitination luciferase reporter, 2 h; 0 = plate control, 100 = twice control, blank-subtracted | signal enhancement, % at 5 µM | 0.11% of 210,000 active | AID 1230, 2008;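 active = signal enhancement of 30% or more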;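 also: luminescence tracks abundance of the self-degrading MDM2-luciferase fusion protein; higher signal means inhibition of MDM2 E3 ligase activity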
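Assay system: stable mammalian line carrying autodegrading MDM2–luciferase fusion reporter; amount: 2000 cells seeded into each well; buffer or medium: DMEM; benchmarks: plate control and blank wells; signal: luciferase luminescence; timing: 2 h compound exposure at 37 °C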
PERK inh: block of dimerizer-induced PERK translation repression, primary screen, PERK inhibitor project, CHO PERK-DD cells, SEAP luminescence, HTS; CHO PERK-DD fusion, SEAP luminescence translation reporter; inhibition, % at 5.6 µM; 0.17% of 220,000 active; AID 1416, 2008;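 active = inhibition above the mean inhibition of all tested compounds plus 3 SD, set separately per screening campaign, cut at about 2.9% in these data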;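 also: PERK kinase domain activated by AP20187 dimerizer at 100 nM; 0% = DMSO with dimerizer and 100% = rapamycin at 8.4 µM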
NPY-Y2 PAM-ag: NPY-Y2 potentiators or agonists, primary screen, cell-based | Neuropeptide Y receptor type 2 (Homo sapiens), P49146 | cells expressing NPY-Y2, potentiator/agonist read-out | activation, % at 3.6 µM | 0.45% of 220,000 active | AID 1359, 2008; in the data active = activation above about 27%;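 also: cells stimulated with NPY near EC25 plus isoproterenol at EC100; 0% = vehicle plus submaximal agonist and 100% = vehicle plus saturating agonist; some results beyond the cut were filed as inactive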
Target sequence (P49146 whole entry, looked up): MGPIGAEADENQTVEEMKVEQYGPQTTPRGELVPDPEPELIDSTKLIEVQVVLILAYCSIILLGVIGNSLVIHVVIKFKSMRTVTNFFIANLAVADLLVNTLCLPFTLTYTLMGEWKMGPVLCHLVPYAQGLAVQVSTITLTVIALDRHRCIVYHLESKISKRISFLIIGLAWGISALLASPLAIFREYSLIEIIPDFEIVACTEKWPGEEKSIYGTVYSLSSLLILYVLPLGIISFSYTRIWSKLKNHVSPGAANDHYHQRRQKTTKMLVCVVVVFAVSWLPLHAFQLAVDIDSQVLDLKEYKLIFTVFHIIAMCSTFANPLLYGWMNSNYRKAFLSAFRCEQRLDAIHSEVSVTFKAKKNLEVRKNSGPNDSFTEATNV
* = called active by the depositor; nt = not tested or not shown; [ ] = dose if it differs, or a comment.

SMILES	S1P4 antagonist	eIF4E-4G inh	Ba/F3 V617F tox	S1P4 agonist	BaF3 parental	Wee1 degr inh	Mdm2 ligase inh	PERK inh	NPY-Y2 PAM-ag
CCN(CC)CCOC(=O)c1cccc(OC)c1	-12	-1	-4	1.1	-1	3	-2	0.1	6
COc1cc(/C=C(\C#N)C(=O)NCC2CCCO2)ccc1OCC(N)=O (centres undefined)	-2	3	-6	9.6	2	0	-4	0.7	-9
NS(=O)(=O)c1ccc(NC(=O)CSC2=NC(=O)C(c3ccccc3)C(=O)N2)cc1 (centres undefined)	1	1[fluorescence artefact?]	-5	-0.1	0	2	4	0.1	7
O=C(c1ccc2c(c1)OCO2)N1CCN(c2ccccn2)CC1	-9	5	-2	-0.3	-2	-2	-13	0.3	-14
CCOc1ccc(NCc2nnc(SCC(=O)Nc3nc(-c4ccccc4)cs3)n2-c2ccccc2)cc1	-13	0	2	0.8	6	0	-9	-0.2	-7
Cc1ccc(OCC(=O)Nc2ccc(S(=O)(=O)Nc3ccccn3)cc2)cc1C	-14	-2	2	0.4	8	-2	-15	-0.2	1
COc1cc(-c2[nH]ncc2CN2CCc3sccc3C2)cc(OC)c1OC	-19	3	-1	0.2	-5	0	2	0.1	1
CCN(CC)c1ccc(/C=N/N2CCN(Cc3ccccc3)CC2)c(O)c1	-11	12[fluorescence artefact?]	4	-0.8	9	-3	-15	0.2	6
Cc1ccc(-c2n[nH]c(=O)c3ccccc23)cc1S(=O)(=O)Nc1ccccc1	2	-6	0	2.5	1	0	-3	-0.6	-13
O=C(O)CC(C(=O)NC1CCCCC1)C1CCCO1 (centres undefined)	-20	-1[fluorescence artefact?]	-4	0.8	1	-2	-3	1.9	16
CC1=NN(c2ccc(C)cc2)C(=O)/C1=C\c1ccc(Br)s1	-13	1	-5	-1.8	0	-2	2	0.9	10
Cc1ccc(S(=O)(=O)N2CCCCC2)cc1NC(=O)CSCC(=O)O	-4	6	-1	0.8	4	1	-19	0.6	10

One compound at a time, from the list above:
O=C(c1ccc2c(c1)OCO2)N1CCN(c2ccccn2)CC1 is listed as S1P4 antagonist: -9; eIF4E-4G inh: 5; Ba/F3 V617F tox: -2; S1P4 agonist: -0.3; BaF3 parental: -2; Wee1 degr inh: -2; Mdm2 ligase inh: -13; PERK inh: 0.3; NPY-Y2 PAM-ag: -14
Cc1ccc(S(=O)(=O)N2CCCCC2)cc1NC(=O)CSCC(=O)O is listed as S1P4 antagonist: -4; eIF4E-4G inh: 6; Ba/F3 V617F tox: -1; S1P4 agonist: 0.8; BaF3 parental: 4; Wee1 degr inh: 1; Mdm2 ligase inh: -19; PERK inh: 0.6; NPY-Y2 PAM-ag: 10

(listing goes on)
SMILES	S1P4 antagonist	eIF4E-4G inh	Ba/F3 V617F tox	S1P4 agonist	BaF3 parental	Wee1 degr inh	Mdm2 ligase inh	PERK inh	NPY-Y2 PAM-ag
O=C(NCCC1=CCCCC1)C(=O)NCC(c1ccco1)N1CCN(c2ccccc2)CC1 (centres undefined)	-20	10[fluorescence artefact?]	-3	1.0	3	-1	-3	1.0	6
COc1ccc(CN(CC2CCCO2)C(=O)CN2C(=O)C(C)Oc3ccc(C)cc32)cc1OC (centres undefined)	-11	2	0	1.4	8	0	7	-1.1	9
COC(=O)Nc1sc2c(c1C(=O)NC1CC1)CCCCCC2	-12	0	2	-0.4	3	0	-8	-1.6	-4
Cc1ccc(NS(=O)(=O)c2cccc(C(=O)O)c2)cc1S(=O)(=O)N1CCCCC1	0	-3	-7	-0.1	3	-3	9	0.8	-1
Cc1cc(NC(=O)C2CC2)ncc1NC(=O)c1ccccn1	-12	3	-3	0.1	7	0	13	0.9	12
COc1ccc(-c2cc(C(=O)OCC(=O)c3c(N)n(C)c(=O)n(C)c3=O)c3ccccc3n2)cc1	7	-1	-6	-0.8	-2	-1	7	1.4	16
CCOc1ccc(OCC)c(NC(=O)CN2CCN(c3cccc(C)c3)CC2)c1	-5	2	3	0.4	1	0	-13	-0.8	3
CCN(CC(=O)NCc1ccc(Cl)cc1)C(=O)/C=C/c1cccs1	-16	1	-2	1.8	4	-1	-11	0.1	3
CC(=O)c1c(C)[nH]c(C(=O)NCc2ccco2)c1C	-1	2	-3	0.1	4	12*	-8	0.1	19
COC(=O)c1cc(Br)c(=O)n(-c2nccs2)c1	10	4	1	0.7	2	2	-11	-0.2	15
CCCCOc1c(Br)cc(/C=N/O)cc1OCC	-7	3	-4	-4.6	1	0	5	-0.2	-18
O=C(Cn1nc(-c2ccc(Cl)cc2)c2ccccc2c1=O)NCC1CCCO1 (centres undefined)	-23	3[fluorescence artefact?]	2	0.6	4	2	-8	-0.8	-4
Cc1ccc(C)c(NC(=O)CSc2nnc(-c3ccncc3)o2)c1	-5	3	-4	1.9	3	-2	-8	1.8	-16
CC(C)C1CC(c2ccccc2)(C(CN)CO)CCO1 (centres undefined)	-4	0	0	-1.1	1	-1	-17	0.4	5
Cc1cccc(OCc2nnc(NC(=O)Cc3cccs3)s2)c1	-14	-1	0	1.0	5	-1	nt	-0.3	-21
Cc1ccc(S(=O)(=O)N(C)C)cc1-n1c(SCC(=O)Nc2ccc(F)c(F)c2F)nc2ccccc2c1=O	-9	1	3	0.4	4	1	-15	-1.5	-4
Cc1ccc(-n2ncc(C#N)c2/N=C/N(C)C)cc1	-25	0	-1	-0.4	1	0	-9	-0.5	-13
COc1ccc(C2C(C(C)=O)=C(O)C(=O)N2C)c(OC)c1 (centres undefined)	0	6[fluorescence artefact?]	-3	0.2	1	-3	-7	0.5	-1
CC(=O)Nc1ccccc1C(=O)C(=O)Nc1ccccc1	2	4	-1	1.1	4	-2	-11	0.4	-5
O=C(CSc1nnc2n1CCCCC2)Nc1ccc(N2CCOCC2)cc1	-19	-2	-2	-0.1	-2	0	nt	1.2	18
C=CCOc1ccccc1CN1CCCC(CCC(=O)N(C)CCc2ccccn2)C1 (centres undefined)	-16	6	-2	-0.6	1	0	-6	1.1	-8
COc1cccc(NC(=O)CSc2nnc(CN3CCOCC3)n2C)c1	-5	-2	3	-1.6	10	0	21	0.7	-10
CCOC(=O)c1cc(NC(=O)N(C(C)C)C(C)C)c(C)nc1C	-7	7	3	0.7	4	1	-14	-0.4	14
O=C(CC1CCCCC1)Nc1ncn[nH]1	-6	3	5	-0.6	4	5	3	0.5	-9
c1cncc(CSc2nnc3ccc(-c4cccs4)nn23)c1	-1	0	1	2.6	4	0	-1	-0.4	-6
Cc1cc(C(=O)N2CCN(S(C)(=O)=O)CC2)cs1	-9	1	2	2.1	12	-3	-16	0.6	5
Cc1c(NC(=O)CN2c3cccc4cccc(c34)S2(=O)=O)c(=O)n(-c2ccccc2)n1C	-1	1	-2	2.7	6	-2	-13	1.5	6
O=C(NC(=S)Nc1ccc(-c2nc3ncccc3o2)cc1)c1ccccc1F	-2	28	4	-1.8	7	4	nt	0.5	-3
CC(C)(C)NCCOCCOc1ccc(Cl)cc1C(C)(C)C	7	5	2	-0.9	9	-1	-13	0.1	-6
CCOC(=O)C1=C(C)Nc2sc(C(=O)c3ccc(Br)cc3)c(N)c2C1c1ccc(C(=O)OC)cc1 (centres undefined)	0	-2	-1	0.4	5	5	-17	-1.8	8
COc1ccc([N+](=O)[O-])cc1N(CC(=O)NCC1CCCO1)S(C)(=O)=O (centres undefined)	-10	8[fluorescence artefact?]	1	0.8	5	-2	-4	-0.4	-3
Fc1ccc(NCc2nnc(SCc3ccccc3)o2)cc1	-12	2	-3	1.0	1	2	4	1.6	-10
COc1ccc(NC(=O)CN2CCC(C(N)=O)(N3CCCCC3)CC2)cc1	-8	2[fluorescence artefact?]	-1	1.1	0	1	-14	0.4	14
N/C(=N\OC(=O)c1ccc2c(c1)OCO2)c1ccc([N+](=O)[O-])cc1	-5	1	-2	-1.5	-2	1	-8	0.7	-7
Cc1ccc(CN2C(=O)CCC2C(=O)NCc2ccco2)cc1 (centres undefined)	-8	-2[fluorescence artefact?]	1	-0.3	5	-1	-15	-0.5	11
O=C(N/N=C/c1ccccn1)c1cc(-c2ccccc2Cl)n[nH]1	-6	0	2	1.4	5	1	9	0.1	-12
CNC(=S)NNC(=O)COc1ccc(C)c(C)c1	-8	-2	-3	0.4	0	-2	-3	0.8	-11
Cc1nn(Cc2ccc(F)cc2)c(C)c1NC(=O)c1cnn2c1NC(c1cccs1)CC2C(F)(F)F (centres undefined)	-7	6	1	-0.8	9	-2	2	-0.9	24
CNC(=S)N(CCc1c(C)[nH]c2ccc(Cl)cc12)Cc1cccs1	-11	3	2	1.9	2	-2	7	-0.3	44*
O=C(O)CSCC(=O)Nc1cc(C(F)(F)F)ccc1Cl	11	-1	5	0.7	9	2	-11	0.8	0
CC1Oc2ccccc2C=C1/C=N/Nc1ccc(C(=O)O)cc1 (centres undefined)	1	0	11	4.0	4	1	-40	-0.3	-20
O=C(Cc1ccc(Cl)cc1)Nc1ccc(S(=O)(=O)Nc2cnc3ccccc3n2)cc1	-6	4	4	1.5	8	12*	-28	-0.3	18
CCOC(=O)C1=NNC(C(=O)c2ccc(Cl)cc2)C1c1ccc(OC)cc1 (centres undefined)	-1	0	0	0.2	2	-2	-25	0.4	-2
CCC(=O)N1CCc2cc(S(=O)(=O)Nc3ccc4c(c3)OCCO4)ccc21	-5	13	6	-3.5	10	-2	-13	-1.4	4
CC1(C)CC2(CC(c3ccc(F)cc3)c3ccc(O)cc3O2)NC(=S)N1 (centres undefined)	9	4	2	-0.5	-4	0	-12	-0.4	-28
COc1ccc(C(=O)N/N=C(\C)CC(=O)N2CCN(C=O)CC2)cc1	3	1[fluorescence artefact?]	-2	-0.6	-1	-2	11	1.7	1
Cc1cc(OCC(=O)Nc2ccc(S(=O)(=O)N3CCN(C)CC3)cc2)cc(C)c1Cl	-32	-10	3	0.4	3	1	1	-0.2	-7
c1ccc(-n2cnc3cc(NCc4ccco4)ccc32)cc1	9	7	5	-0.5	13	6	-4	-0.1	11
Cc1ccc(S(=O)(=O)NNC(=O)C(=O)NNc2ccccn2)cc1	-3	3	1	-0.8	0	4	-21	1.7	7
Cn1c(SCC(=O)Nc2ccccc2F)nnc1-c1cccnc1	-6	-2	-5	-0.5	-3	-1	8	1.3	21
CCOc1ccc(OCC)c(NC(=O)CN2CCN(c3cccc(C)c3C)CC2)c1	-27	4	2	0.2	5	0	-17	0.3	-4
CC(=O)Nc1ccc(S(=O)(=O)N(Cc2ccccc2)C(C)C)cc1	-5	9[fluorescence artefact?]	32*	0.9	50*	0	2	-0.2	-10
OC1CCCN(Cc2ccccc2)C1 (centres undefined)	-15	7	-1	-3.0	5	-1	-9	0.1	2
COc1cc(/C=N/NC(=O)C23CC4CC(CC(C4)C2)C3)cc(Br)c1O	6	-3	1	4.5	1	7	-14	0.6	-3
Cc1cc(/C(N)=N/OC(=O)Nc2cccc(C(F)(F)F)c2)no1	-7	-2	3	0.6	-4	0	-14	0.2	-9

Source: PubChem BioAssay (several laboratories)
